High-throughput results as filed in PubChem BioAssay.
WRN inhibitor – qHTS for Inhibitors of WRN Helicase; AID 651768, 2012; Bifunctional 3'-5' exonuclease/ATP-dependent helicase WRN (Homo sapiens), Q14191; Potency, µM (titrated, usually from 114 µM), without a hit: top-dose activity change, negative = inhibition, usual class: inhibitors; 0.46% of 360,000 active; WRN helicase unwinding, fluorescent forked duplex, kinetic; also: potency is read from the fitted curve at half-maximal effect; % is scaled to controls: 0 for no effect and ±100 for the full control effect; nearly all actives have a fitted effect of over 55% in size
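Screening of the MLSMR collection measured strand separation of a quenched forked DNA duplex (100 nM) by 20 nM WRN with 2 mM ATP, all final. Compounds were preincubated with enzyme 15 min at room temperature.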
PLK1 PBD inh – qHTS for Inhibitors of PLK1-PDB (polo-like kinase 1 - polo-box domain): Primary Screen; Serine/threonine-protein kinase PLK1 (Homo sapiens), P53350; Plk1 PBD binding of FITC phosphopeptide, fluorescence polarization; Potency, µM, inactives show max response, negative = inhibition, hits mostly inhibitors; 2.8% of 360,000 active; AID 720504, 2013; also: potency is read from the fitted curve at half-maximal effect; series mostly up to about 57 µM; % is scaled to controls: 0 for no effect and ±100 for the full control effect; nearly all actives have a fitted effect of over 65% in size
D3 antag – qHTS of D3 Dopamine Receptor Antagonist: qHTS; D(3) dopamine receptor (Homo sapiens), P35462; D3R cells, DiscoveRx beta-arrestin luminescence, antagonist mode; active compounds read low; max response, negative = inhibition, %; 2.5% of 360,000 active; AID 652054, 2013; in the data active = max response below about -50%; inconclusive = no clear call, values can overlap the other calls; also: % is scaled to controls: 0 for no effect and ±100 for the full control effect; mostly tested at two doses, the higher about 12 µM
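Cells plated overnight at 1500 cells/well, then exposed to library compounds with dopamine controls for 90 minutes at 37 degrees C. DiscoveRx reagent added for 30–60 minutes at room temperature; luminescence read, quantitative HTS format.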
GLP1R ag – qHTS of GLP-1 Receptor Agonists; Glucagon-like peptide 1 receptor (Homo sapiens), P43220; HEK293 GLP-1R CRE-luciferase, luminescence, 4-6 h; cells express a hypersensitive GLP-1R form; Potency, µM (doses to about 45.6 µM), inactives show at the highest dose activation, usual class: activators; 0.007% of 380,000 active; also: potency is read from the fitted curve at half-maximal effect; % of control where 0% means no effect
Target sequence (P43220 whole entry, looked up): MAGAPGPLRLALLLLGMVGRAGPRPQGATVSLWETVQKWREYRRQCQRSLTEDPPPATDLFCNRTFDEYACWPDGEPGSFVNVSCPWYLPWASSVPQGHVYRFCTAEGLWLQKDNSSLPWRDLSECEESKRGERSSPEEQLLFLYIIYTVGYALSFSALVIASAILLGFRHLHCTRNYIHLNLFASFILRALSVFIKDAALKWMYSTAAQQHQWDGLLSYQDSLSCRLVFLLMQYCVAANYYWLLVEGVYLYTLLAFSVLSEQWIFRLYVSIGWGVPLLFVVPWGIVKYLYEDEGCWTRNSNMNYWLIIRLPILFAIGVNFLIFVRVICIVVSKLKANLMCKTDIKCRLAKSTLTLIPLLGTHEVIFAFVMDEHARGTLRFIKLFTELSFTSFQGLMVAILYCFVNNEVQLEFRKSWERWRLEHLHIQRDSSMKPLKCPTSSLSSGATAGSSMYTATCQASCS
IL-2 act – qHTS of IL-2 Activators | IL-2 activation reporter assay, cell-based qHTS; stimulated with anti-CD3/CD4/CD28 beads; in transgenic mouse T cells | activation, % (series mostly up to about 46 µM) | 0.065% of 360,000 active | AID 652025, 2013; in the data active = activation above about 50%; inconclusive = mostly about 30% to 49%; also: 0% is about no effect
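First, unstimulated transgenic mouse T cells were exposed to compound for 60 min. Next, anti-CD3/anti-CD4-coated beads with anti-CD28 were added. Finally, after 18 h at 37 degrees C, EGFP and DsRed were imaged.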
GLP1R cytotox – qHTS of GLP-1 Receptor Inverse Agonists: Cytotox Screen. 0.13% of 410,000 active. Potency, µM (doses to about 38.3 µM), for the others: at the highest dose activity change, negative = inhibition, actives largely listed as inhibitors. HEK293 cAMP-luciferase reporter cells, luminescence, 24 h;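 also: loss of luciferase light is scored as toxicity; potency is read from the fitted curve at half-maximal effect; % is scaled to controls: 0 for no effect and ±100 for the full control effect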
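Here, cytotoxicity is scored as loss of luminescence. The MLSMR collection was tested on cells seeded in medium containing 10% Nu serum, with a 24 hr compound exposure preceded by 12 hours of culture.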
PI5P4K alpha inh – qHTS for Inhibitors of phosphatidylinositol 5-phosphate 4-kinase (PI5P4K); max response, %; AID 652105, 2013; PI5P4Kalpha enzyme, ADP-Glo luminescence, 60 min; active compounds read low; 1.2% of 330,000 active; Phosphatidylinositol 5-phosphate 4-kinase type-2 alpha (Homo sapiens), P48426; active = max response of -50% or lower; inconclusive = between -30% and -50%; inactive = -30% or higher; also: value at the top dose of about 77 µM; % is scaled to controls: 0 for no effect and ±100 for the full control effect
Target sequence (P48426 whole entry, looked up): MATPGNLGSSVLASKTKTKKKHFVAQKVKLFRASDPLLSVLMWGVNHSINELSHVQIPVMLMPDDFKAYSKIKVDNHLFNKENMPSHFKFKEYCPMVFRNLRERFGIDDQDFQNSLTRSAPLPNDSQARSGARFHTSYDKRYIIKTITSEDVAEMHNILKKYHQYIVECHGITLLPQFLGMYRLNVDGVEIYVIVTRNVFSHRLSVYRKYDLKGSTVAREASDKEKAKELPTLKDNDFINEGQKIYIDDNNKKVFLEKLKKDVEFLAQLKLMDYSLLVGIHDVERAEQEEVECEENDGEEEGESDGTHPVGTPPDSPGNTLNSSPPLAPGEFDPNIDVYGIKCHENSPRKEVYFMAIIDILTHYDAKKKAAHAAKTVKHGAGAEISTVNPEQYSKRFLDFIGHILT
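Controls without substrate or without enzyme flank wells where PI5P4Kalpha converts substrate using 5 microM ATP (final). Incubation lasts 60 minutes at room temperature; ADP formed is read by ADP-Glo luminescence.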
DRD3 agonist – qHTS of D3 Dopamine Receptor Agonist: qHTS. 0.58% of 410,000 active. D3R DiscoveRx beta-arrestin cells, luminescence, 90 min. max activation, %. D(3) dopamine receptor (Homo sapiens), P35462. AID 652048, 2013; in the data active = max activation above about 30%; also: 0% is about no effect; mostly tested at two doses, the higher about 12 µM
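Agonist mode: compounds and dopamine controls were applied to plated cells for 90 min at 37 degrees C after an overnight attachment at 1500 cells/well. Luminescent read-out followed 30 - 60 minutes at room temperature with DiscoveRx detection reagent.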
GLP1R inv ag – qHTS of GLP-1 Receptor Inverse Agonists (Inhibition Mode); HEK293 GLP-1R CRE-luciferase, luminescence, 24 h; GLP-1R form is constitutively active; Potency, µM (titrated, usually from 38.3 µM), for the others: at the top dose activity change, negative = inhibition, hits mostly inhibitors; 1.6% of 410,000 active; AID 624417, 2012; Glucagon-like peptide 1 receptor (Homo sapiens), P43220; also: potency is read from the fitted curve at half-maximal effect; % is scaled to controls: 0 for no effect and ±100 for the full control effect; nearly all actives have a fitted effect of over 55% in size
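Constitutively active GLP-1R drives a cAMP-responsive luciferase in stably transfected HEK293 cells; test compounds are added after overnight (12 h) attachment and left 24 hr, and signal loss in luminescence marks inhibition.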
An asterisk follows results filed as active; & = joins results of further samples; [ ] = dose if it differs, or a comment. Unless noted, calls follow the shape of the dose curve; as a rule, active = well fitted curve in the direction sought with a large enough effect; inconclusive = small, poorly fitted or top-dose-only effect, or another doubt; inactive = no such curve, though single readings can be large; an effect the other way counts as inactive or inconclusive. Random draw from the library; any-hit rate near 7.8%.

What do the screens show for `COc1ccc2cc(CCNC(=O)c3cccs3)c(=O)[nH]c2c1`?
WRN inhibitor: 9%; PLK1 PBD inh: 3%; D3 antag: 18; GLP1R ag: 3%; IL-2 act: -2.5; GLP1R cytotox: -8%; PI5P4K alpha inh: 1; DRD3 agonist: 4; GLP1R inv ag: -14%

How did Cc1ccc(-n2nc(C)c3c(C)c(CCC(=O)NC(C)c4ccccc4)c(C)nc32)cc1 (stereo not given) do in these assays?
WRN inhibitor: 8%; PLK1 PBD inh: -4%; D3 antag: 2; GLP1R ag: -1%&-1%; IL-2 act: -3.5; GLP1R cytotox: -7%&9%; PI5P4K alpha inh: 3; DRD3 agonist: 8&5; GLP1R inv ag: 0%&4%

Results for N#CCSc1nnc(COc2cccc3ccccc23)n1-c1ccccc1 ?
WRN inhibitor: -3%; PLK1 PBD inh: -4%; D3 antag: 43; GLP1R ag: 0%; IL-2 act: -3.8; GLP1R cytotox: -28%; DRD3 agonist: 0; GLP1R inv ag: 0%

What do the screens show for `CCCNC(=O)c1ccc(COc2cccc3ccccc23)o1`?
WRN inhibitor: -5%; PLK1 PBD inh: -1%; D3 antag: 25; GLP1R ag: 18%; IL-2 act: -0.4; GLP1R cytotox: 2%; PI5P4K alpha inh: -9; DRD3 agonist: 1; GLP1R inv ag: inconclusive

How did CCCN(CCC)S(=O)(=O)c1ccc(C(=O)Nc2nnc(COC)o2)cc1 do in these assays?
WRN inhibitor: 13%; PLK1 PBD inh: -4%; D3 antag: -15; GLP1R ag: -9%; IL-2 act: -3.7; GLP1R cytotox: inconclusive; PI5P4K alpha inh: -4; DRD3 agonist: -3; GLP1R inv ag: inconclusive

What do the screens show for `CN1CCN(c2ncc3c(n2)CC(c2ccccc2F)CC3=O)CC1` (stereo not given)?
WRN inhibitor: -30%; PLK1 PBD inh: -6%; D3 antag: -28; GLP1R ag: 9%; IL-2 act: 7.5; GLP1R cytotox: 22%; PI5P4K alpha inh: 9; DRD3 agonist: -39; GLP1R inv ag: 4µM*

What do the screens show for `N#CC1=C(N)C(C#N)(C#N)C(c2cccnc2)C2CC(c3ccccc3)CC=C12` (stereo not given)?
WRN inhibitor: -27%; PLK1 PBD inh: 27µM*; D3 antag: 0; GLP1R ag: -32%[inhibitor]; IL-2 act: 0.5; GLP1R cytotox: 123%[activator]; PI5P4K alpha inh: -11; DRD3 agonist: -4; GLP1R inv ag: inconclusive

How did COCCN1Cc2cccc(C(=O)N3CCN(c4cc(C)ccc4C)CC3)c2C1=O do in these assays?
WRN inhibitor: 7%; PLK1 PBD inh: -17%; D3 antag: 3; GLP1R ag: 6%; IL-2 act: 0.2; GLP1R cytotox: -2%; PI5P4K alpha inh: -11; DRD3 agonist: 2; GLP1R inv ag: -16%

How did COC(=O)C1=C(C)N(CC2CC2)C(=NCc2cc(OC)c(OC)c(OC)c2)N[C@H]1c1ccccc1 do in these assays?
WRN inhibitor: 2%; PLK1 PBD inh: 8%; D3 antag: -17; GLP1R ag: 2%; IL-2 act: -2.7; GLP1R cytotox: 8%; PI5P4K alpha inh: -2; DRD3 agonist: -16; GLP1R inv ag: 13%

What do the screens show for `COC(=O)CNC(=O)CN1C(=O)N(c2ccc(Cl)cc2)C(N(O)C(=O)Nc2ccc(Cl)cc2)C1(C)C` (stereo not given)?
WRN inhibitor: -10%; PLK1 PBD inh: 0%; D3 antag: 12; GLP1R ag: -4%; IL-2 act: 0.1; GLP1R cytotox: -8%; PI5P4K alpha inh: 8; DRD3 agonist: 2; GLP1R inv ag: -5%

How did COc1ccc(N2CCN(S(=O)(=O)c3ccc(Cl)s3)CC2)cc1 do in these assays?
WRN inhibitor: -9%; PLK1 PBD inh: -7%; D3 antag: -4; GLP1R ag: 4%; IL-2 act: 0.3; GLP1R cytotox: -2%; PI5P4K alpha inh: 6; DRD3 agonist: 0; GLP1R inv ag: 11%

How did C=CCNc1nc(Cl)ncc1F do in these assays?
WRN inhibitor: -16%[57.1 µM]; PLK1 PBD inh: 8%; D3 antag: 4; GLP1R ag: 3%; IL-2 act: -0.1; GLP1R cytotox: 3%[1.53 µM]; PI5P4K alpha inh: 1; DRD3 agonist: 0; GLP1R inv ag: 32%[activator]

How did O=S1OC(c2ccccc2)c2cc(Cl)ccc21 (stereo not given) do in these assays?
WRN inhibitor: 25%; PLK1 PBD inh: inconclusive; D3 antag: inconclusive; GLP1R ag: -1%; IL-2 act: -0.4; GLP1R cytotox: 7%; PI5P4K alpha inh: -2; DRD3 agonist: -8; GLP1R inv ag: -1%

How did CSc1cccc(NC(=S)N(CCCN2CCCC(C)C2)Cc2cccs2)c1 (stereo not given) do in these assays?
WRN inhibitor: -4%; PLK1 PBD inh: -1%; D3 antag: -104*; GLP1R ag: 7%; IL-2 act: -2.4; GLP1R cytotox: inconclusive; PI5P4K alpha inh: 6; DRD3 agonist: -14; GLP1R inv ag: inconclusive

Results for O=C(Nc1ccccn1)Nc1cccs1 ?
WRN inhibitor: -3%; PLK1 PBD inh: -2%; D3 antag: -14; GLP1R ag: -2%; IL-2 act: -2.0; GLP1R cytotox: 8%; DRD3 agonist: 5; GLP1R inv ag: 16%

Results for COc1ccc(C(=O)O)cc1S(=O)(=O)Nc1cccc(C(F)(F)F)c1 ?
WRN inhibitor: 3%; PLK1 PBD inh: -1%; D3 antag: 18; GLP1R ag: -8%; IL-2 act: -0.5; GLP1R cytotox: -2%; PI5P4K alpha inh: -9; DRD3 agonist: 1; GLP1R inv ag: 5%

What do the screens show for `Cn1nnnc1SCC(=O)NCc1cc([N+](=O)[O-])ccc1O`?
WRN inhibitor: -9%; PLK1 PBD inh: -10%; D3 antag: 3; GLP1R ag: 14%; IL-2 act: 1.6; GLP1R cytotox: -28%; PI5P4K alpha inh: 2; DRD3 agonist: 1; GLP1R inv ag: 14%

What do the screens show for `O=C(C1CCN(C2CC(=O)N(c3ccc(Cl)cc3)C2=O)CC1)N1CCOCC1` (stereo not given)?
WRN inhibitor: -7%; PLK1 PBD inh: 0%; D3 antag: -12; GLP1R ag: -1%; IL-2 act: -0.2; GLP1R cytotox: -9%; PI5P4K alpha inh: 0; DRD3 agonist: 4; GLP1R inv ag: 10%

What do the screens show for `CC(=O)NCCc1ccc(C(=O)COC(=O)c2cccs2)cc1`?
WRN inhibitor: -3%; PLK1 PBD inh: -1%; D3 antag: 5; GLP1R ag: -3%; IL-2 act: -1.2; GLP1R cytotox: 2%; PI5P4K alpha inh: -24; DRD3 agonist: -1; GLP1R inv ag: 5%

How did COc1ccc(CCN(C)C(=O)c2cccc(S(=O)(=O)N3CCN(c4ccc(F)cc4)CC3)c2)cc1OC do in these assays?
WRN inhibitor: -4%; PLK1 PBD inh: 0%; D3 antag: 13; GLP1R ag: 10%; IL-2 act: -1.1; GLP1R cytotox: -5%; PI5P4K alpha inh: 1; DRD3 agonist: 10; GLP1R inv ag: 27%

What do the screens show for `CCN(CC)S(=O)(=O)c1ccc(NC(=O)c2ccc(NS(C)(=O)=O)cc2)cc1`?
WRN inhibitor: -7%; PLK1 PBD inh: 3%; D3 antag: 22; GLP1R ag: 0%; IL-2 act: -0.3; GLP1R cytotox: 5%; DRD3 agonist: 8; GLP1R inv ag: -4%

How did Cc1ccc(N2CC(C(=O)Nc3cc(C(F)(F)F)ccc3N3CCCC3)CC2=O)cc1 (stereo not given) do in these assays?
WRN inhibitor: -3%; PLK1 PBD inh: -10%; D3 antag: -7; GLP1R ag: -4%; IL-2 act: -2.6; GLP1R cytotox: 17%; PI5P4K alpha inh: 11; DRD3 agonist: -24; GLP1R inv ag: -7%

Results for C[C@@H]1CN([C@H](C)CO)C(=O)c2cc(NS(=O)(=O)c3cn(C)cn3)ccc2O[C@H]1CN(C)C(=O)Nc1ccccc1 ?
WRN inhibitor: 2%; PLK1 PBD inh: -21%; D3 antag: -11; GLP1R ag: 11%; IL-2 act: -0.1; GLP1R cytotox: 5%; PI5P4K alpha inh: 1; DRD3 agonist: 1; GLP1R inv ag: 2%

How did COc1ccc(-c2oc3ccccc3c2C#CC(C)(C)O)cc1 do in these assays?
WRN inhibitor: 8%; PLK1 PBD inh: 2%; D3 antag: 37; GLP1R ag: 14%; IL-2 act: 0.2; GLP1R cytotox: 6%; PI5P4K alpha inh: 59; DRD3 agonist: -3; GLP1R inv ag: inconclusive

Results for O=C(COC(=O)CCc1nc2ccccc2c(=O)[nH]1)Nc1ccccc1OC(F)F ?
WRN inhibitor: -5%; PLK1 PBD inh: -14%; D3 antag: -1; GLP1R ag: -8%; IL-2 act: 0.4; GLP1R cytotox: 16%; PI5P4K alpha inh: 5; DRD3 agonist: 4; GLP1R inv ag: 14%

Results for CC(NC(=O)COC(=O)c1ccc(S(=O)(=O)N2CCOCC2)cc1)c1ccccc1 (stereo not given) ?
WRN inhibitor: 0%; PLK1 PBD inh: 1%; D3 antag: -2; GLP1R ag: 4%; IL-2 act: 2.8; GLP1R cytotox: -13%; PI5P4K alpha inh: 2; DRD3 agonist: -1; GLP1R inv ag: 3%
